High-throughput results as filed in PubChem BioAssay.
G9a inh = inhibitors of human histone lysine methyltransferase G9a | G9a H3K9 monomethylation, AlphaScreen, 2 h | AID 504332 | Q96KQ7 | Potency, µM (highest dose often 102 µM), without a hit: at the highest dose activity, negative = inhibition, hits mostly inhibitors | 350,000 tested, 8.8% active; note: potency is the fitted concentration of half-maximal effect; % is set by controls: 0 for no effect and ±100 for the full control effect; nearly all actives have a fitted effect of over 75% in size
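Enzyme 20 nM + cpd, 15 min RT; add b-H3K9 pep 500 nM / SAM 20 uM; 2 h RT; anti-H3K9me1 Ab 0.5 ug/mL + SA donor / anti-rabbit acceptor beads 20 ug/mL each, 10 min; AlphaScreen read.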
Pin1 inh = inhibitors of human Pin1. Q13526. Pin1 FP peptide displacement, HiFluor488, 10 min. Potency, µM (series often up to 115 µM), without a hit: top-dose activity, negative = inhibition, usual class: inhibitors. 390,000 tested, 0.009% active. AID 504891; active = well fitted inhibition curve with a large enough effect in the polarisation, with a control signal flat, not every such curve was filed as active; inconclusive = small, poorly fitted or top-dose-only effect, or effect the other way, or a change in a side signal; inactive = no such curve, though single readings can be large or run the other way; the % refers to the polarisation; note: potency is the fitted concentration of half-maximal effect; % is set by controls: 0 for no effect and ±100 for the full control effect
ERG-DNA inh = ERG Ets/DNA interaction inhibition | P11308 | fluorescence polarization, His-ERG Ets domain / labelled DNA | Potency, µM (top dose mostly 76.9 µM), for the others: at the top dose FP activity, negative = inhibition, actives largely listed as inhibitors | 370,000 tested, 0.028% active | AID 624246; active = well fitted inhibition curve with a large enough effect in the polarisation, with a control signal flat; inconclusive = small, poorly fitted or top-dose-only effect, or effect the other way, or a change in a side signal; inactive = no such curve, though single readings can be large or run the other way; the % refers to the polarisation;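 note: polarization taken with two DNA probes labelled with fluorescein and Texas red; potency is the fitted concentration of half-maximal effect; % of control where 0% means no effect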
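His-tagged ERG Ets domain (1 uM in the protein solution; 300mM KCl, 50mM Tris-HCl, 1mM EDTA, 1mM DTT, pH 7.5) received compound, then a probe mix of 5 nM fluorescein-DNA and 100nM Texas-615-DNA. Fluorescence polarization was read for both dyes.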
Tb PGK inh = T. brucei PGK inhibition; Potency, µM (doses to about 57.5 µM), without a hit: top-dose activity change, negative = inhibition, usual class: inhibitors; 380,000 tested, 0.043% active; PGK/GAPDH coupled, Kinase-Glo luminescence, 60 min; AID 602233; note: potency is the fitted concentration of half-maximal effect; % is set by controls: 0 for no effect and ±100 for the full control effect; nearly all actives have a fitted effect of over 60% in size
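Luminescent ATP detection (Kinase-Glo Plus) follows a 60-minute room-temperature incubation, with wells lacking PGK as controls. Buffer: 100 mM TEA (pH 7.6), 5 mM MgCl2, 0.01% Tween-20. Coupling enzyme GAPDH (100 nM final) supplies unstable 1,3-BPG in-well.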
GLS inhibitor = blocks human kidney-isoform glutaminase activity; 410,000 tested, 0.21% active; Potency, µM (top dose mostly 45.5 µM), without a hit: top-dose activity change, negative = inhibition, actives largely listed as inhibitors; O94925; GLS enzymatic activity, qHTS titration; note: potency is the fitted concentration of half-maximal effect; % is set by controls: 0 for no effect and ±100 for the full control effect
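Read-out is an Amplex red fluorescence increase coupled through glutamate oxidase and HRP, measured before and after 30 min room-temperature incubation. hKGA is in 45 mM KH2PO4 (pH 8.2) with 0.02% Tween-20; glutamine added as 1mM solution.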
HP1b chromo inh = inhibitors of HP1-beta chromodomain binding to methylated histone tails | 390,000 tested, 0.56% active | Potency, µM (titrated, usually from 114 µM), for the others: top-dose activity change, negative = inhibition, actives largely listed as inhibitors | AlphaScreen HP1-beta / biotin-H3K9me3 peptide binding | AID 540317 | P83916; note: potency is the fitted concentration of half-maximal effect; nearly all actives have a fitted effect of over 70% in size; inactives centre near 23
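AlphaScreen: HP1-beta (50 nM) preformed 30 min with biotin-H3(1-18)K9me3 peptide (50 nM) in PBS pH 7.4, 0.01% Tween-20. Compound added for 30 min at RT, then streptavidin donor/nickel chelate acceptor beads (10 ug/mL) for 30 min.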
PI4K2A inh = blocks human PI4K2A kinase activity; 420,000 tested, 0.13% active; activity change, negative = inhibition, % at 76.9 µM; purified PI4K2A, ADP-Glo luminescence, 1 h; hits give low values; AID 1346378; in the data active = activity change below about -50%; inconclusive = mostly about -30% to -49%;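 note: -100% = wells without enzyme as full effect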
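ADP-Glo luminescence measured ADP generated by PI4K2A enzyme (4 ug/mL before mixing) with 1.2 mM PI substrate (pre-mix) and 300 microM ATP (pre-mix). Tris pH7.5 buffer with MgCl2, Triton X-100; 1 h reaction at ambient temperature.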
BAZ2B block = BAZ2B (human) inhibition. Q9UIF8. AlphaScreen BAZ2B-H3K14Ac peptide displacement. Potency, µM (highest dose often 114 µM), for the others: at the top dose activity change, negative = inhibition, most hits filed as inhibitors. 360,000 tested, 4.4% active; note: potency is the fitted concentration of half-maximal effect; % is set by controls: 0 for no effect and ±100 for the full control effect; nearly all actives have a fitted effect of over 60% in size
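BAZ2B (50 nM) with biotin-H3(5-23)K14Ac peptide (50 nM) in PBS pH 7.4, 0.01% Tween-20, preformed 30 min, then compound 30 min at room temperature; top concentration 110uM. AlphaScreen streptavidin donor/nickel chelate acceptor beads (10 ug/mL final), 20 min dark, signal read.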
JMJD2A Tudor = blocks the human JMJD2A Tudor domain; O75164; AlphaScreen JMJD2A-Tudor / H3K4me3 peptide binding; Potency, µM (series often up to 114 µM), without a hit: top-dose activity change, negative = inhibition, most hits filed as inhibitors; 390,000 tested, 4.4% active; note: potency is the fitted concentration of half-maximal effect; % is set by controls: 0 for no effect and ±100 for the full control effect; nearly all actives have a fitted effect of over 50% in size
Target sequence (O75164 whole entry, looked up, the tested form may be a part): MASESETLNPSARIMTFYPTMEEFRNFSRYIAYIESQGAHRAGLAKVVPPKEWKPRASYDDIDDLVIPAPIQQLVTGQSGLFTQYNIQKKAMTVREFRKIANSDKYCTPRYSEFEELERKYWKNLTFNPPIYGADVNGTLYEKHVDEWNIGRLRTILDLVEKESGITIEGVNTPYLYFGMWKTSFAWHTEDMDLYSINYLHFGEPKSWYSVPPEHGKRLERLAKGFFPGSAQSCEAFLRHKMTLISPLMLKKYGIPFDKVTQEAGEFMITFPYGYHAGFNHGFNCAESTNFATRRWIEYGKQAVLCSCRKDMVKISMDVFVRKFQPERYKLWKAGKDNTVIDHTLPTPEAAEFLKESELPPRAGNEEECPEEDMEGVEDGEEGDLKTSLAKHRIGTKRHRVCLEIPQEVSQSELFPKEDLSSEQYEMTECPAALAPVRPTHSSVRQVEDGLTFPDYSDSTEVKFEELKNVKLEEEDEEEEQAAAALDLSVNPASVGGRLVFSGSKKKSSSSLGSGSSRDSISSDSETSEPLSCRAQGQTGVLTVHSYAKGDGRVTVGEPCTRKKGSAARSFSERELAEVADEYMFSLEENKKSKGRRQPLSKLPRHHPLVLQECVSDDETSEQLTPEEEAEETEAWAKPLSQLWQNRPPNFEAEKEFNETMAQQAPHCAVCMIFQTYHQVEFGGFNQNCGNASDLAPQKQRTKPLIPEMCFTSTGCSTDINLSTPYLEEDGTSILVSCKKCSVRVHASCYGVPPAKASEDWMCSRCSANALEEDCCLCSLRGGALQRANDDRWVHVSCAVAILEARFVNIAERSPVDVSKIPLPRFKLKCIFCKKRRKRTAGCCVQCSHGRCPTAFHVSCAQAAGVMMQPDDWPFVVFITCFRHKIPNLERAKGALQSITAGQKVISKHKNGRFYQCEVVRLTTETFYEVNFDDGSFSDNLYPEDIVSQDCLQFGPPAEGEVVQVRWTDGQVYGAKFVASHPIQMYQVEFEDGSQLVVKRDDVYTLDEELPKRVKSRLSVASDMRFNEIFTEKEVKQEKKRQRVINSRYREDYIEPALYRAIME
Active calls of the source: *; [ ] = remark or other dose. Unless noted, calls come from the whole dose curve; as a rule, active = well fitted curve in the direction sought with a large enough effect; inconclusive = small, poorly fitted or top-dose-only effect, or another doubt; inactive = no such curve, though single readings can be large; an effect the other way counts as inactive or inconclusive. Not a hit list. Share with any hit: about 11%.

What do the screens show for `Cc1cccc(CN2CCC(Oc3ccc(C(=O)N4CCCCC4)cc3)CC2)c1`?
Pin1 inh: 8%; ERG-DNA inh: -20%; Tb PGK inh: -8%; GLS inhibitor: -8%; HP1b chromo inh: 20%; PI4K2A inh: 0; BAZ2B block: -8%; JMJD2A Tudor: -6%

How did OCc1nc2ccccc2n1CC(O)COc1ccccc1 (stereo not drawn) do in these assays?
G9a inh: 9%; Pin1 inh: 6%; ERG-DNA inh: 13%; Tb PGK inh: -3%; GLS inhibitor: 0%; HP1b chromo inh: 47%[activator]; PI4K2A inh: 1; BAZ2B block: -4%; JMJD2A Tudor: -6%

What do the screens show for `CCC(C)NC(=O)c1cccc(NC(=O)c2nsc3ccccc23)c1` (stereo not drawn)?
G9a inh: -41%[59 µM]; Pin1 inh: -1%; ERG-DNA inh: 5%; Tb PGK inh: inactive; GLS inhibitor: -4%; HP1b chromo inh: 30%[57 µM]; PI4K2A inh: -3; BAZ2B block: -33%; JMJD2A Tudor: -2%

Results for COC(=O)c1ccc(C)c(-n2c(=O)n(Cc3ccccc3)c(=O)c3[nH]cnc32)c1 ?
G9a inh: inconclusive; Pin1 inh: -4%; ERG-DNA inh: -3%; Tb PGK inh: -4%; GLS inhibitor: -4%; HP1b chromo inh: 31%; PI4K2A inh: 1; BAZ2B block: -13%; JMJD2A Tudor: -3%

Results for Cc1cc(C)c(S(=O)(=O)N2CCOC2CNC(=O)C(=O)NCc2cccnc2)c(C)c1 (stereo not drawn) ?
G9a inh: -5%; Pin1 inh: -4%; ERG-DNA inh: 6%; Tb PGK inh: 3%; GLS inhibitor: -2%; HP1b chromo inh: 38%; PI4K2A inh: -1; BAZ2B block: -4%; JMJD2A Tudor: -4%

What do the screens show for `Cc1cccc(Nc2ccncc2S(N)(=O)=O)c1`?
Pin1 inh: 1%; ERG-DNA inh: 4%; Tb PGK inh: -9%; GLS inhibitor: 1%; HP1b chromo inh: -1%; PI4K2A inh: 2; JMJD2A Tudor: -16%

How did O=C1CCCCC(=O)c2ccccc2N1 do in these assays?
G9a inh: -19%[59 µM]; Pin1 inh: -7%; ERG-DNA inh: -4%; Tb PGK inh: -6%; GLS inhibitor: -2%; HP1b chromo inh: 40%[activator]; PI4K2A inh: 4; BAZ2B block: -35%; JMJD2A Tudor: -4%

Results for Cc1cccc(-c2nc3c(cnn3-c3ccccc3)c(=O)n2-c2ccc(Cl)cc2)c1 ?
G9a inh: -1%[59 µM]; Pin1 inh: 17%; ERG-DNA inh: 2%; Tb PGK inh: -4%; GLS inhibitor: -8%; HP1b chromo inh: 22%; PI4K2A inh: 0; BAZ2B block: -23%; JMJD2A Tudor: -8%

Results for COc1ccccc1CN1Cc2cccc3c2[C@@H](CC1=O)[C@H](O)[C@H](O)C3 ?
G9a inh: 21%[2.33 µM]; Pin1 inh: -2%; ERG-DNA inh: -5%; Tb PGK inh: -1%; GLS inhibitor: inconclusive; HP1b chromo inh: 43%[activator]; PI4K2A inh: -2; BAZ2B block: 2%; JMJD2A Tudor: -18%

What do the screens show for `COc1cc(C2Oc3nc(SC)nnc3-c3ccccc3N2C(C)=O)cc(Cl)c1OC` (stereo not drawn)?
G9a inh: -6%[59 µM]; Pin1 inh: -2%; ERG-DNA inh: -4%; Tb PGK inh: -7%; GLS inhibitor: 3%; HP1b chromo inh: 7%; PI4K2A inh: 0; BAZ2B block: -19%; JMJD2A Tudor: -28%

Results for C=CC[C@H](CC(=O)N(CCO)Cc1ccccc1)C(=O)N[C@H](C)COC(=O)[C@@H](CC=C)Cc1ccc(F)cc1 ?
Pin1 inh: 0%; ERG-DNA inh: 8%; Tb PGK inh: -3%; GLS inhibitor: 0%; HP1b chromo inh: 12%; PI4K2A inh: 1; JMJD2A Tudor: -23%

What do the screens show for `Cc1cc[n+](-c2[nH]c(=O)sc2/C=N/N=C(\[O-])c2ccncc2)cc1`?
G9a inh: -12%; Pin1 inh: inconclusive; ERG-DNA inh: 0%; Tb PGK inh: -6%; GLS inhibitor: 6%; HP1b chromo inh: 39%; PI4K2A inh: -10; BAZ2B block: 56µM*; JMJD2A Tudor: -11%

What do the screens show for `COC(=O)c1c(C)oc2ccc(N(C(=O)c3ccncc3)S(=O)(=O)c3c(C)cc(C)cc3C)cc12`?
G9a inh: -24%[59 µM]; Pin1 inh: 5%; ERG-DNA inh: -4%; Tb PGK inh: -9%; GLS inhibitor: 2%; HP1b chromo inh: 13%; PI4K2A inh: 5; BAZ2B block: 1%; JMJD2A Tudor: -18%

Results for CCCn1nnc(NC(=O)COc2ccc(CC)cc2)n1 ?
G9a inh: 2%[59 µM]; Pin1 inh: -3%; ERG-DNA inh: -5%; Tb PGK inh: -9%; GLS inhibitor: -8%; HP1b chromo inh: 28%; PI4K2A inh: 0; BAZ2B block: 2%; JMJD2A Tudor: -9%

How did CC(C)(C)c1ccc(OC(=O)c2cccnc2)cc1 do in these assays?
G9a inh: -11%[59 µM]; Pin1 inh: 0%; ERG-DNA inh: 0%; Tb PGK inh: -13%; GLS inhibitor: -4%; HP1b chromo inh: 54%[activator]; PI4K2A inh: 3; BAZ2B block: 98%[activator]; JMJD2A Tudor: 12%

Results for COc1ccc(N(C)C(=O)c2cc3c(s2)-c2ccccc2S(=O)(=O)C3)cc1 ?
G9a inh: inconclusive; Pin1 inh: -3%; ERG-DNA inh: -1%; Tb PGK inh: -7%; GLS inhibitor: 0%; HP1b chromo inh: 10%; PI4K2A inh: 7; BAZ2B block: -28%; JMJD2A Tudor: -14%

Results for O=c1c2ccccc2oc2ccc(C#CC3(O)CCCCC3)cc12 ?
Pin1 inh: 0%; ERG-DNA inh: 2%; Tb PGK inh: -6%; GLS inhibitor: -1%; HP1b chromo inh: 45%[activator]; PI4K2A inh: -19; JMJD2A Tudor: -4%

How did COc1ccc(C)cc1NC(=O)C(Sc1nnc(Nc2ccccc2F)s1)c1ccccc1 (stereo not drawn) do in these assays?
G9a inh: -4%[59 µM]; Pin1 inh: 47%[activator]; ERG-DNA inh: -12%; Tb PGK inh: -3%; GLS inhibitor: 0%; HP1b chromo inh: 0%; PI4K2A inh: -3; BAZ2B block: -31%; JMJD2A Tudor: -21%

How did CSc1ccccc1NC(=O)c1cccc(S(=O)(=O)N2CCN(C)CC2)c1 do in these assays?
G9a inh: 68%[activator]; Pin1 inh: -11%; ERG-DNA inh: 7%; Tb PGK inh: -13%; GLS inhibitor: 1%; HP1b chromo inh: 36%; PI4K2A inh: 6; BAZ2B block: -10%; JMJD2A Tudor: -1%

How did CCCc1c(C)[nH]c2ccc(NC(C)=O)cc2c1=O do in these assays?
Pin1 inh: 3%; GLS inhibitor: -8%; HP1b chromo inh: 23%; PI4K2A inh: 5; BAZ2B block: inconclusive; JMJD2A Tudor: 7%

How did O=C(C1=NN[C@@H]2C(=O)N(Cc3ccccc3)C(=O)[C@H]12)c1ccc(F)cc1 do in these assays?
Pin1 inh: -4%; ERG-DNA inh: 12%; Tb PGK inh: -1%; GLS inhibitor: 0%; HP1b chromo inh: 32%; PI4K2A inh: 1; BAZ2B block: -16%; JMJD2A Tudor: -13%

Results for O=C(Cn1cnc2c(cnn2-c2ccc(F)cc2)c1=O)OCc1ccccc1 ?
G9a inh: -22%; Pin1 inh: -6%; ERG-DNA inh: -5%; Tb PGK inh: 2%; GLS inhibitor: 4%; HP1b chromo inh: 18%; PI4K2A inh: 9; BAZ2B block: 4%; JMJD2A Tudor: -18%

How did COc1ccc([C@@H]2[C@@H]3C(=O)N(C(C)(C)C)C(=O)[C@@H]3[C@]3(Cc4ccccc4)C(=O)N(c4cccc(Cl)c4)C(=O)N23)cc1 do in these assays?
G9a inh: -8%[12.7 µM]; Pin1 inh: 1%; ERG-DNA inh: 3%; Tb PGK inh: -4%; GLS inhibitor: -6%; HP1b chromo inh: 26%; PI4K2A inh: 1; BAZ2B block: -12%; JMJD2A Tudor: -27%

How did O=C(CN1C(=O)C2CCCCN2c2ccc(C(=O)N3CCCC3)cc21)NCc1ccccc1F (stereo not drawn) do in these assays?
G9a inh: 4%[59 µM]; Pin1 inh: -8%; ERG-DNA inh: 5%; Tb PGK inh: -2%; GLS inhibitor: 26%; HP1b chromo inh: 29%[57 µM]; PI4K2A inh: -1; BAZ2B block: 1%; JMJD2A Tudor: -10%

How did Cc1ccc(C)n1-n1cnc2sc3c(c2c1=O)CCC3 do in these assays?
G9a inh: -16%; Pin1 inh: 3%; Tb PGK inh: -4%; GLS inhibitor: 5%; HP1b chromo inh: 9%; PI4K2A inh: -3; BAZ2B block: -5%; JMJD2A Tudor: inconclusive

What do the screens show for `COC(=O)c1cn(NC(=O)Cc2ccc(Cl)cc2)c(=O)c2ccccc12`?
G9a inh: 20%[59 µM]; Pin1 inh: 1%; Tb PGK inh: inactive; GLS inhibitor: 6%; HP1b chromo inh: 19%; PI4K2A inh: -4; BAZ2B block: -5%; JMJD2A Tudor: -14%
